Screening data (PubChem)
14-3-3 Bad PPI: disrupts binding of bovine 14-3-3 zeta to phospho-Bad peptide; TR-FRET 14-3-3zeta/Dy647-pBad peptide displacement, 1 h; 220,000 compounds, 0.71% hits; inhibition, % at 21.7 µM; AID 781; P63103;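 active means inhibition above about 70%, limit read from the data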;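 further: 0% = full 14-3-3 plus peptide FRET controls and 100% = background without 14-3-3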
Target sequence (P63103 whole entry, looked up): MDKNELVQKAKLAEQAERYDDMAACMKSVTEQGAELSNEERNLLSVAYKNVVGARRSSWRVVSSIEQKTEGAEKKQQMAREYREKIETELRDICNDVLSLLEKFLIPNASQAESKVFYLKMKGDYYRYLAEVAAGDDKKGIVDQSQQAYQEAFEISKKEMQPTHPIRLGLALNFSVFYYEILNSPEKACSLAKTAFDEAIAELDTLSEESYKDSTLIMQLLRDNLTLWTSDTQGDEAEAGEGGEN
FXIa inh 1536: blocks human coagulation factor XIa protease activity. P03951. inhibition, % at 5 µM. 220,000 compounds, 0.14% hits. purified FXIa, Boc-Glu-Ala-Arg-AMC fluorogenic substrate;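 active means inhibition of at least 40%; inactive means inhibition below 40%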;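 further: fluorescence of freed AMC excited at 355 nm; 0% = enzyme without compound and 100% = no enzyme blank; many of its hits are not listed in these tables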
hK5 inh: kallikrein 5 (human) inhibition. inhibition, % at 5 µM. 210,000 compounds, 0.59% hits. recombinant hK5, fluorogenic AMC substrate cleavage. AID 873;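 active means inhibition of 40% or more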;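 further: 0% = enzyme controls without compound and 100% = no-enzyme blanks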
FXIIa inh: inhibitors of human coagulation factor XIIa. P00748. purified FXIIa, Boc-QGR-AMC fluorogenic substrate, 2 h. inhibition, % at 5 µM. 220,000 compounds, 0.3% hits. AID 800; in the data active means inhibition above about 40%;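 further: 0% = enzyme with no compound and 100% = blank without enzyme; many of its hits are not listed in these tables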
Target sequence (P00748 20-372 limits assumed): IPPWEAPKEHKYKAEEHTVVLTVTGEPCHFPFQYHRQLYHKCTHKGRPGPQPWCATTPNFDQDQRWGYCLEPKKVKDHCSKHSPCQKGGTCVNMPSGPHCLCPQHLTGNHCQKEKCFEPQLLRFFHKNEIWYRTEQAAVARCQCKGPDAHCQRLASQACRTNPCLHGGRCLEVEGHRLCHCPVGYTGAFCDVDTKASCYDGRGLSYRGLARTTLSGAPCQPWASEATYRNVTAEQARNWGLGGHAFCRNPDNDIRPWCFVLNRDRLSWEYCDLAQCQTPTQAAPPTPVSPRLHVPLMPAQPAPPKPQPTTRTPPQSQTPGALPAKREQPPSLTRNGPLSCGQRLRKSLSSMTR
Target sequence (P00748 373-615 limits assumed): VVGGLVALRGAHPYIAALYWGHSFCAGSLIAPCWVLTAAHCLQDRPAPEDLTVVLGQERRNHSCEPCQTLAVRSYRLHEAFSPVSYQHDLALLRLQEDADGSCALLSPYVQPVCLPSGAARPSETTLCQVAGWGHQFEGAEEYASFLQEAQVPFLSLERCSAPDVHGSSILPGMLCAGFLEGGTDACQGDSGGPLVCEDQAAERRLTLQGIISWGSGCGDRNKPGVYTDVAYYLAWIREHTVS
Wee1 degr inh: blocks degradation of human Wee1 kinase | AID 1321 | reporter increase, % at 5 µM | HeLa Luc-Wee1K328M stability, luciferase luminescence; 100% = proteasome inhibitor MG132 effect | 220,000 compounds, 1.2% hits;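 active means activation above the mean of all tested compounds plus 3 SD, set per screening run, cut at about 8.8% in these data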;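 further: cells exposed to compound for 20 h before luminescence read; 0% = DMSO alone and 100% = MG132 at 30 µM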
Hck Nef HTS: inhibitors of human Hck kinase activated by Nef; P08631; Recombinant Hck-YEEI plus Nef, Z-Lyte FRET kinase assay; inhibition, % at 20 µM; 220,000 compounds, 0.68% hits;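 active means Hck-Nef kinase inhibition above about 50%, limit read from the data; inactive means inhibition below that limit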;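 further: 0% = DMSO with Hck plus Nef and 100% = Hck alone without Nef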
Thrombin inh: thrombin (human) inhibition | P00734 | 220,000 compounds, 0.26% hits | inhibition, % at 5 µM | alpha-thrombin, Boc-VPR-AMC fluorogenic substrate cleavage;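 active means inhibition at or above 40%; inactive means inhibition below 40%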;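 further: 0% = enzyme with no compound and 100% = wells without enzyme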
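Material: human alpha-thrombin protein; Also added: Boc-VPR-AMC substrate, 15 µM final; Timing: enzyme reaction carried out at room temperature; Signal: fluorescence, ex 355 nm, em 460 nm; Measure: % inhibition of thrombin; Controls: enzyme without compound as high, wells lacking enzyme as low.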
Runt-CBFb FRET: inhibitors of human RUNX1 Runt domain binding to CBFb. Q01196+Q13951. inhibition, % at 20 µM. AID 1496. 220,000 compounds, 0.46% hits. Cerulean-Runt/Venus-CBFb FRET ratio 530/480, 1 h;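 active means inhibition over about 50% at 20 µM in the single-dose screen, limit read from the data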;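 further: 0% = DMSO wells and 100% = excess unlabeled CBFb competitor control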
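Measured by: fluorescence energy transfer, 422 nm excitation, 530/480 nm emission; Assay system: Cerulean-Runt domain; Medium: Tris pH 7.5 buffer with BSA; Measure: loss of energy transfer signal; Controls: 5 µM unlabeled CBFb as full-inhibition high control; Incubation: protein complex preformed 1 h, compound exposure 1 h, room temperature, dark.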
Runt-SMMHC FRET: inhibitors of human RUNX1 Runt domain binding to CBFb-SMMHC; Q01196+Q13951; Cerulean-Runt/Venus-CBFb-SMMHC FRET ratio 530/480, 1 h; inhibition, % at 20 µM; 220,000 compounds, 0.74% hits; AID 1434;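 active means mean inhibition across duplicate retests at 20 µM reaching about 50%, limit read from the data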;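 further: 0% = DMSO wells and 100% = wells with excess untagged CBFb-SMMHC; inhibitors lower the FRET ratio by blocking Runt binding to CBFb-SMMHC; some results filed as inactive read as strong as hits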
Starred values were filed as active, the others as inactive; nt = no result given; [ ] = another dose, or the depositor's remark.

14-3-3 Bad PPI	FXIa inh 1536	hK5 inh	FXIIa inh	Wee1 degr inh	Hck Nef HTS	Structure	Thrombin inh	Runt-CBFb FRET	Runt-SMMHC FRET
2	0	-5	20	1	0	Cc1c(Cl)c(C(=O)N2CCCc3ccccc32)nn1C	6	2	-2
-15	0	-17	23	-1	-11	CCSc1ccccc1C(=O)NCc1ccco1	2	1	4
-18	-1	1	6	0	21	COc1cc(/C=N/NC(=O)C(=O)NCC2CCCO2)ccc1OCC(=O)N1CCOCC1 (stereo not given)	-1	-1	-1
11	6	15	9	-1	2	Cc1cc(NC(=O)c2cccc(S(=O)(=O)N3CCCCCC3)c2)no1	-4	3	-1
7[fluorescence artefact?]	1	-3	7	3	3	O=C(Nc1ccc2c(c1)oc1ccccc12)c1ccc2c(c1)OCO2	-2	1	0
3	-2	3	2	-1	-4	CCN(CC)S(=O)(=O)c1ccc2c(c1)c(=O)c(C(=O)N1CCc3ccccc3C1)cn2C	-3	-2	-2
5	-5	-13	6	-1	-1	O=C(NCc1ccccc1)C(Cc1ccccc1)NS(=O)(=O)c1cccc2nsnc12 (stereo not given)	-12	1	-3
7[fluorescence artefact?]	0	-27	-1	-1	2	COc1cc(/C=N/NS(=O)(=O)c2ccccc2)ccc1OS(=O)(=O)c1ccc(C)cc1	-10	-5	-4
-5	4	2	10	-1	17	CCn1c(Oc2ccc(F)cc2)nc2c1c(=O)n(C)c(=O)n2C	nt	1	-3
-2	5	-14	6	0	1	O=C(CN(Cc1cccs1)S(=O)(=O)c1ccc(S(=O)(=O)NC2CCCCC2)cc1)Nc1ccccc1	-5	-4	-5
-5	-7	-10	-1	4	-3	O=C(Nc1ccccc1F)c1coc(=O)c(Br)c1	3	nt	3
7	1	-13	15	-1	-2	O=C(NC(NC(=O)c1ccccc1)c1ccccc1)c1ccccc1	1	1	-1
-5	2	-2	6	0	8	CN1CCN(c2nc3c(c(=O)n(C)c(=O)n3C)n2CCSc2nc3ccccc3s2)CC1	-2	0	-6
-5	-4	6	6	2	-4	COc1cc(-c2nnc3sc(-c4cccs4)nn23)cc(OC)c1OC	-2	0	1
7	5	-6	4	-1	-1	Cc1nc2c(cc1C#N)C(=O)c1ccccc1-2	1	0	1
-6[fluorescence artefact?]	12	70*	4	-3	-1	COc1cc(/C=N/NC(=O)C(=O)Nc2ccccn2)ccc1O	29	3	3
-2	-3	-4	6	0	6	CCN(CC)CC(=O)Nn1c(C)nc2c(ncn2-c2ccccc2)c1=O	2	1	-4
47	-4	-18	-5	4	-1	CCc1ccc(-n2c(SCC(=O)N3CCC(C(=O)O)CC3)nnc2-c2ccncc2)cc1	2	1	-2
-2[fluorescence artefact?]	7	10	17	-1	1	CC(=O)NC(=O)COC(=O)/C=C/c1c(C)nn(Cc2c(Cl)cccc2Cl)c1Cl	2	-2	-4
-4	-9	-13	-3	8	-10	CCn1c(CN2CCN(CCO)CC2)nc2ccccc21	-6	1	-5
-32	8	-13	15	1	8	O=c1c2ccccc2sc2ccc(Cl)cc12	-2	69*	128*
7	30	17	20	-3	19	FC(F)Oc1ccc(NC(=S)Nn2cnnc2)cc1	8	8	-7
-6	4	-2	15	2	0	CC(C)CCOc1cccc(OCC(=O)NC2CCS(=O)(=O)C2)c1 (stereo not given)	-2	1	-1
4	0	4	6	-2	-10	CC1CCCC(C)N1C(=O)CSc1nc2ccccc2s1 (stereo not given)	3	0	-1

Profiles from above. Order of values: 14-3-3 Bad PPI	FXIa inh 1536	hK5 inh	FXIIa inh	Wee1 degr inh	Hck Nef HTS	Thrombin inh	Runt-CBFb FRET	Runt-SMMHC FRET
CN1CCN(c2nc3c(c(=O)n(C)c(=O)n3C)n2CCSc2nc3ccccc3s2)CC1 is entered as -5	2	-2	6	0	8	-2	0	-6
CCc1ccc(-n2c(SCC(=O)N3CCC(C(=O)O)CC3)nnc2-c2ccncc2)cc1 is entered as 47	-4	-18	-5	4	-1	2	1	-2

Going on with the list.
14-3-3 Bad PPI	FXIa inh 1536	hK5 inh	FXIIa inh	Wee1 degr inh	Hck Nef HTS	Structure	Thrombin inh	Runt-CBFb FRET	Runt-SMMHC FRET
-10	5	nt	13	6	3	Cc1nonc1CC(=O)N1CCCC(C(=O)c2ccc(Cl)cc2)C1 (stereo not given)	2	0	2
1	-3	-1	18	0	-27	Cc1c2c(nc3ccccc13)CCC(C)C2 (stereo not given)	-5	1	-2
3	2	4	4	nt	22	Cc1ccc2c(c1)COc1c3ccc(C(=O)N[C@@H](C)CO)cc3nn1-2	-1	1	-5
13[fluorescence artefact?]	-2	-4	6	2	2	CC(C)Cc1cc(C(=O)Nc2cc(Br)ccc2O)no1	-10	2	2
0	2	-8	12	-3	5	COC1=CCC2([N+](=O)[O-])CN(CC(=O)O)CC1([N+](=O)[O-])C2 (stereo not given)	-3	2	1
0[fluorescence artefact?]	-3	-7	7	1	-3	N#CC(c1ccc(Cl)nn1)c1ccc(Cl)cc1Cl (stereo not given)	-9	-1	-3
-4	-1	1	9	-3	-2	CCC1CCCCN1C(=S)NC(=O)c1cccs1 (stereo not given)	-4	0	2
-5[fluorescence artefact?]	8	-7	18	3	8	COc1ccc(N/C=C/C(=O)c2ccc3c(c2)OCO3)cc1OC	1	-28	-52
-20	-3	-4	4	1	25	CCOc1ccccc1NC(=O)NCc1cccnc1	-4	0	1
2	1	-7	0	0	-21	Cc1ccc(S(=O)(=O)Nc2cc(-c3ccccc3)nn2C)cc1Cl	-9	1	-6
4	-1	1	14	6	-19	COc1ccc(-c2nc(CSCC(=O)NC3CCCc4ccccc43)c(C)o2)cc1 (stereo not given)	1	-2	2
25[fluorescence artefact?]	11	-7	6	1	3	CC1CCCN(CCOCCSc2ccccc2)C1 (stereo not given)	-1	-1	0
-8[fluorescence artefact?]	-3	-22	2	-2	2	COc1ccc(C(CC(=O)Nc2ccccc2OC)n2cccc2)cc1 (stereo not given)	-14	3	-7
-8	7	-5	8	-1	-1	COc1ccc2c(Cl)c(C(=O)N/N=C/c3c(C)[nH]c4ccccc34)sc2c1	-3	-83	-166
0	2	2	4	-1	-11	CC1(C)C2CCC1(CS(=O)(=O)Nc1cccc(S(N)(=O)=O)c1)C(=O)C2 (stereo not given)	-3	2	-4
-5	0	-1	0	11*	1	COc1ccc(-c2n[nH]c(=S)n2/N=C/C=C/c2ccccc2OC)cc1	-7	16	11
0	2	7	12	2	25	Cc1ccc(NC(=O)C2CC(=O)Nc3ncnn32)c(C)c1 (stereo not given)	3	1	-2
-10	6	3	1	2	0	Cc1ccc(CNCC(O)(c2ccc(F)cc2)c2ccc(F)cc2)cc1	5	-1	-5
-7	-6	-10	3	1	-3	C/C(=N\NC(=O)C(N)=O)c1ccc(Br)cc1	-3	-2	1
9[fluorescence artefact?]	-3	-27	6	-2	2	CCCCCn1c(Sc2ccccc2)nc2c1c(=O)[nH]c(=O)n2C	-7	-5	-1
9	11	-1	12	-1	5	Cc1ccc(-n2c(=S)[nH]c3c(oc4ccccc43)c2=O)cc1	-1	6	11
-15	-6	1	-10	0	1	CCOC(=O)c1c(C)[nH]c(C(=O)CSc2nc3ccccc3o2)c1C	-4	-1	-5
16	0	-25	9	-1	13	Cc1cc(C)c(C)c(S(=O)(=O)NCc2ccco2)c1C	-7	1	5
-12	0	5	10	5	6	COc1ccc(NC(=O)CNC(=O)Cn2c(C)cc3ccccc3c2=O)c(OC)c1	1	-4	-2
2	4	-5	3	-1	0	O=C(NCc1cccnc1)c1ccc(COc2ccc3c(c2)CCC3)o1	-6	-2	-7
0	7	-16	12	0	8	COc1ccc(C(=O)c2coc3ccc(O)c(CN4CCCC4)c23)cc1	-8	3	1
4[fluorescence artefact?]	-8	-2	-3	-3	-1	CCCCc1nnc(NC(=O)C2CC(=O)N(c3ccc4c(c3)OCCO4)C2)s1 (stereo not given)	20	0	2
3	-2	-13	5	0	3	N#CC1=C(SCC(=O)Nc2ccccc2)NC(=O)CC1c1ccc(O)cc1 (stereo not given)	5	3	2
-2	-7	-13	2	-1	1	CC(=O)Nc1ccc(OCC(=O)NCCc2ccc(Cl)cc2)cc1	-18	0	2
-13	2	-1	15	5	22	Cc1nc(N2CCC(C)CC2)c2c(C)c(C(=O)Nc3ccc(C(F)(F)F)cc3)sc2n1	-3	-2	6
5	1	nt	8	-1	7	Cc1ccc(-n2cccn2)c(CN2CCCC(C(=O)c3ccc4c(c3)OCO4)C2)c1 (stereo not given)	-3	0	4
35	7	-9	20	-1	2	CCN(CC)c1ccc(NC(=O)CSc2nnc3nc(C)cc(C)n23)cc1	3	8	0
1	-1	3	9	-1	1	CC1(C)Cc2c(sc3c2C2=NCCN2C=N3)CS1	0	-43	-73

Compounds above with an aryl thioether with sulfur outside any ring, in the order listed:
14-3-3 Bad PPI	FXIa inh 1536	hK5 inh	FXIIa inh	Wee1 degr inh	Hck Nef HTS	Structure	Thrombin inh	Runt-CBFb FRET	Runt-SMMHC FRET
-15	0	-17	23	-1	-11	CCSc1ccccc1C(=O)NCc1ccco1	2	1	4
-5	2	-2	6	0	8	CN1CCN(c2nc3c(c(=O)n(C)c(=O)n3C)n2CCSc2nc3ccccc3s2)CC1	-2	0	-6
47	-4	-18	-5	4	-1	CCc1ccc(-n2c(SCC(=O)N3CCC(C(=O)O)CC3)nnc2-c2ccncc2)cc1	2	1	-2
4	0	4	6	-2	-10	CC1CCCC(C)N1C(=O)CSc1nc2ccccc2s1 (stereo not given)	3	0	-1
25[fluorescence artefact?]	11	-7	6	1	3	CC1CCCN(CCOCCSc2ccccc2)C1 (stereo not given)	-1	-1	0
9[fluorescence artefact?]	-3	-27	6	-2	2	CCCCCn1c(Sc2ccccc2)nc2c1c(=O)[nH]c(=O)n2C	-7	-5	-1
-15	-6	1	-10	0	1	CCOC(=O)c1c(C)[nH]c(C(=O)CSc2nc3ccccc3o2)c1C	-4	-1	-5
35	7	-9	20	-1	2	CCN(CC)c1ccc(NC(=O)CSc2nnc3nc(C)cc(C)n23)cc1	3	8	0
